# NOD2 inhibition = NOD2 signaling inhibitors, cell-based, luminescence, uHTS, HEK293 (AID 1566) | HEK293 NOD2/NF-kB luciferase reporter, luminescence; higher % means a stronger effect | inhibition, % at 4 µM; hits with a dose series show EC50 in µM | 290,000 compounds, 0.63% hits; note: many of its hits are not listed in these tables
# HIV peptide binding = inhibitors of HIV fusion peptide binding, primary screen, biochemical, uHTS, fluorescence dequenching (AID 1986) | cell-free peptide binding, fluorescence dequenching, 30 min; higher % means a stronger effect | inhibition, % at 20 µM; hits with a dose series show IC50 in µM | 290,000 compounds, 0.3% hits; in the data active = inhibition mostly above about 52%, no sharp cut-off; inactive = mostly below about 76%; note: some results filed as inactive read as strong as hits
# GPR55 antagonists = GPR55 antagonists blocking LPI-driven arrestin recruitment, primary screen, imaging, U2OS, beta-arrestin-GFP, LPI agonist (AID 2013); 290,000 compounds, 0.13% hits; inhibition, % at 10 µM, or IC50 in µM where a hit was titrated; U2OS GPR55 beta-arrestin-GFP translocation imaging, LPI antagonism; higher % means a stronger effect;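 active = spots per cell inhibited over 60%, with over 100 cells counted and total cytoplasm intensity under 500,000; inconclusive = wells with under 100 cells, flagged as likely toxic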;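 note: U2OS cells stably carrying GPR55 and arrestin-GFP stimulated by 5 µM LPI near EC80; imaged beta-arrestin-GFP aggregate spots per cell after agonist stimulation; plate controls were LPI-stimulated DMSO wells for no effect and DMSO wells without LPI for full effect; some results filed as inactive read as strong as hits; confirmed hits need IC50 under 10 µM and bright autofluorescent wells are also inconclusive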
# GPR35 antagonists = GPR35 antagonists blocking zaprinast-driven arrestin recruitment, primary screen, imaging, U2OS, beta-arrestin-GFP, zaprinast agonist (AID 2058). G-protein coupled receptor 35 (Homo sapiens). U2OS GPR35 beta-arrestin-GFP translocation imaging, zaprinast antagonism; higher % means a stronger effect. one-dose inhibition, % at 10 µM; IC50 in µM for titrated hits. 290,000 compounds, 0.052% hits;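 active = inhibition of at least 50% with at least 30 cells and total cytoplasm GFP at most 10,000,000; inconclusive = under 30 cells or total GFP of 10,000,000 plus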
# Myeloid diff 2 = induction of myeloid progenitor differentiation, primary screen, cell-based, flow cytometry, MLPCN library. ER-HoxA9 myeloid progenitors, lysozyme-GFP differentiation. calls only at 10 µM. 360,000 compounds, 1% hits. AID 624256, 2012;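 active = normalized GFP-positive differentiation at or above the plate's own cutoff, the solvent-only control mean plus 3 SD; inconclusive = no clear call, values can overlap the other calls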;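 note: cells exposed to compound for four days before flow analysis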
# KOR beta-arrestin-1 = KOR agonists, beta-arrestin recruitment, primary screen, cell-based, luminescence, uHTS (AID 1777). KOR beta-arrestin recruitment, luminescence; higher % means a stronger effect. activation, % at 10 µM, or EC50 in µM where a hit was titrated. 280,000 compounds, 0.02% hits; in the data active = activation above about 50%, passing the limit was not always enough; note: a part of the inactive calls stands beside numbers as strong as those of hits
# KOR beta-arrestin-2 = KOR antagonists, beta-arrestin recruitment, cell-based, luminescence, uHTS (AID 1778); KOR beta-arrestin recruitment, luminescence, antagonist mode; higher % means a stronger effect; one-dose inhibition, % at 10 µM; IC50 in µM for titrated hits; 290,000 compounds, 0.091% hits; Kappa-type opioid receptor (Homo sapiens); note: strong numbers were not always called active
# GPR55 activation = GPR55 agonists via beta-arrestin recruitment, primary screen, imaging, U2OS cells, beta-arrestin-GFP redistribution (AID 1961); G-protein coupled receptor 55 (Homo sapiens); U2OS GPR55 beta-arrestin-GFP redistribution imaging; higher % means a stronger effect; activation, % at 10 µM; hits with a dose series show EC50 in µM; 290,000 compounds, 0.048% hits;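 active = activation above 40% with more than 50 cells counted in the well; inconclusive = wells holding fewer than 50 cells, flagged as toxic or sparse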;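 note: U2OS osteosarcoma cells stably expressing GPR55 and beta-arrestin-GFP; plate controls were DMSO negative control for no effect and LPI positive control for full effect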
# NOD1 inhibition = NOD1 signaling inhibitors, primary screen, cell-based, luminescence, uHTS (AID 1578); 290,000 compounds, 1% hits; inhibition, % at 4 µM, or EC50 in µM where a hit was titrated; NOD1-driven NF-kB luciferase reporter cells, luminescence; higher % means a stronger effect; in the data active = inhibition mostly above about 36%, no sharp cut-off; inactive = mostly below about 34%;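 note: HEK-293T reporter cells stimulated with the NOD1 agonist gamma-tri-DAP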
# Myeloid diff 2 GFP+ MAC1+ % = also measured in Myeloid diff 2; calls as there; GFP+ MAC1+ double positive, %; measured here: differentiation confirmed by MAC1 staining
# * = called active by the depositor; i = inactive; ? = inconclusive; . = no result given; [ ] = remark or other dose. Cut-off read from the data, not from the text of the source, unless noted: active = inhibition above about 50%; inactive = the rest.
cpd	structure	NOD2 inhibition	HIV peptide binding	GPR55 antagonists	GPR35 antagonists	Myeloid diff 2
1	NC(=O)[C@@H]1CCOc2c(F)cc([N+](=O)[O-])cc2C(=O)N[C@@H](CO)C(=O)NCC(=O)N1	24%	-0.3%	2%	13%	i
2	Cc1ccc(S(=O)(=O)/C(C#N)=C/c2c(N3CCCCC3)nc3ccccn3c2=O)cc1	-5%	3.3%	4%	-8%	i
3	COc1cc(/C=N/NC(=O)Cc2ccc(Br)cc2)cc(OC)c1O	13%	-2.4%	10%	-6%	i
4	O=C(O)c1ccc2c(c1)NC(=O)C(N1CCCC1)S2 (centres undefined)	-7%	-8.9%	17%	12%	i
5	CCc1ccc(N(C(=O)CNC(=O)c2ccco2)C(C(=O)NCC2CCCO2)c2ccccc2)cc1 (centres undefined)	-7%	1.2%	11%	12%	i
6	Cc1ccc2c(c1)C1CN(C)CCC1N2S(=O)(=O)c1ccc(Oc2ccc([N+](=O)[O-])cc2)cc1 (centres undefined)	5%	0.4%	19%	-17%	i
7	CCC(SC1=N/C(=C/c2ccccc2)C(=O)N1c1ccccc1)C(=O)Nc1cc(C)on1 (centres undefined)	-8%	0.7%	1%	-12%	i
8	CN(C)C(CNc1ncnc2ccccc12)c1c(F)cccc1Cl (centres undefined)	14%	-1.2%	-15%	-3%	i
9	CCOc1cc2[nH]c(=S)n(CCN3CCCCC3C)c(=O)c2cc1OCC (centres undefined)	22%	12%	28%	11%	i
10	O=C(CNC(=O)c1ccccc1F)N/N=C/c1cc(Br)ccc1OC(=O)/C=C/c1ccco1	9%	43%	4%	-10%	i
11	CCOC(=O)C1CCN(S(=O)(=O)c2ccc3[nH]c(=O)oc3c2)CC1	11%	2.1%	?	4%	i
12	O=C(COC(=O)/C=C/c1ccc(C(F)(F)F)cc1)NCc1ccco1	12%	0.0%	8%	-8%	i
13	CC(=O)Nc1sc(N/N=C/c2ccc(O)cc2)nc1-c1ccc(C)cc1	-2%	-0.7%	0%	3%	i
14	COCCC(=O)N1CCCC(C(=O)c2ccc(C(F)(F)F)cc2)C1 (centres undefined)	16%	0.8%	-9%	10%	i
15	Cc1ccc(OCCn2c(=O)cnc3ccccc32)cc1	-7%	-0.5%	-7%	-9%	i

cpd	Myeloid diff 2 GFP+ MAC1+ %	KOR beta-arrestin-1	KOR beta-arrestin-2	GPR55 activation	NOD1 inhibition
1	1.2	-3.4%	2%	0.2%	-10%
2	1.0	3.8%	6%	-0.6%	-18%
3	0.3	-2.1%	-10%	0.5%	-37%
4	1.7	0.3%	-4%	0.0%	-1%
5	0.2	-10%	-34%[20 µM]	-0.1%	-15%
6	3.1	.	.	1.1%	-11%
7	0.7	-0.5%	37%	0.2%	-22%
8	1.0	-5.5%	19%	0.6%	-17%
9	0.3	-1.2%	1%	-0.3%	-10%
10	0.3	-0.6%	-7%	0.2%	0%
11	2.7	4.2%	-20%	-0.1%	-12%
12	1.8	-3.8%	14%	-0.1%	2%
13	0.4	0.1%	-4%	-0.3%	2%
14	0.6	0.8%	20%	-0.1%	6%
15	1.1	-5.6%	13%	0.3%	-6%

# Just GPR55 antagonists, NOD1 inhibition and GPR55 activation (three entries from above):
item | molecule | GPR55 antagonists | NOD1 inhibition | GPR55 activation
8 | CN(C)C(CNc1ncnc2ccccc12)c1c(F)cccc1Cl (centres undefined) | -15% | -17% | 0.6%
15 | Cc1ccc(OCCn2c(=O)cnc3ccccc32)cc1 | -7% | -6% | 0.3%
5 | CCc1ccc(N(C(=O)CNC(=O)c2ccco2)C(C(=O)NCC2CCCO2)c2ccccc2)cc1 (centres undefined) | 11% | -15% | -0.1%

# Next section
cpd	structure	NOD2 inhibition	HIV peptide binding	GPR55 antagonists	GPR35 antagonists	Myeloid diff 2
16	CCCC[C@@H]1CNC(=O)C(=O)N1CC(C)(C)C	13%	-0.8%	-4%	-7%	i
17	COCCSc1nnc(NC(=O)c2cc(C(=O)OC)cc([N+](=O)[O-])c2)s1	8%	2.3%	-2%	-7%	i
18	CCOc1cc(NC(=O)c2ccco2)c(OCC)cc1NC(=O)c1cc(OC)c(OC)c(OC)c1	27%	-0.2%	-4%	14%	i
19	Cc1ccc(NC(=O)CN(C)C(=O)c2ccc(Br)o2)cc1	8%	-1.2%	-6%	2%	i
20	COc1ccccc1NC(=O)C(C)Nc1ccc(C)c(Cl)c1 (centres undefined)	4%	-1.9%	14%	-20%	i
21	Cc1nn(C)c(C)c1S(=O)(=O)N1CCCC(C(=O)NCC2COc3ccccc3O2)C1 (centres undefined)	1%	8.5%	1%	0%	i
22	Cc1ccc(CNC(=O)CCS(=O)(=O)c2ccc3c(c2)NC(=O)CO3)cc1	5%	1.3%	4%	-5%	i
23	CCn1c(=O)c(C(=O)Nc2ncccc2C)c(O)c2ccccc21	2%	3.9%	1%	13%	i
24	Cc1ccc2[nH]c(C(=O)NCCN3CCCC3)cc2c1	1%	1.5%	-2%	2%	i
25	COC(=O)Nc1nc2ccc(C(=O)c3ccc(F)cc3)cc2[nH]1	-91%	-1.8%	-8%	-13%	.
26	OCCC1CN(CCCn2cccn2)CCN1C1CCCCC1 (centres undefined)	9%	1.8%	-8%	18%	i
27	Nc1nnc(SCCOc2ccccc2)s1	-14%	-1.0%	3%	16%	i
28	CCOC(=O)/C(C#N)=C/c1cn(CCOc2ccc(OC)cc2)c2ccccc12	1%	3.1%	-1%	-2%	i
29	CCC(=O)NC(Nc1c(C)n(C)n(-c2ccccc2)c1=O)C(Cl)(Cl)Cl (centres undefined)	18%	0.4%	12%	7%	i
30	Cc1onc(-c2ccccc2)c1-c1ccc(S(N)(=O)=O)cc1	4%	-0.9%	1%	-13%	i

cpd	Myeloid diff 2 GFP+ MAC1+ %	KOR beta-arrestin-1	KOR beta-arrestin-2	GPR55 activation	NOD1 inhibition
16	1.0	0.5%	6%	-0.1%	-3%
17	0.2	-4.6%	5%[20 µM]	0.3%	-24%
18	0.6	-5.3%	-17%	-0.1%	12%
19	0.3	-2.0%	-13%	-0.2%	-40%
20	0.7	0.1%	-3%	-0.4%	-4%
21	2.3	-4.3%	19%	-0.1%	7%
22	5.8	-1.6%	-32%	-0.2%	-5%
23	0.3	-10%	-38%[20 µM]	0.2%	-34%
24	0.8	-2.1%	-18%	0.2%	12%
25	.	-2.5%	-197%	-0.1%	10%
26	0.2	5.4%	-22%[20 µM]	-0.1%	-25%
27	7.4	-0.8%	-2%	0.3%	-20%
28	0.3	-0.1%	-13%	0.1%	-15%
29	0.1	.	-8%[20 µM]	0.2%	-11%
30	1.6	-1.3%	6%	-0.5%	-10%

# Next entries
cpd	structure	NOD2 inhibition	HIV peptide binding	GPR55 antagonists	GPR35 antagonists	Myeloid diff 2
31	CC(C)c1ccc(S(=O)(=O)c2ccc(NN)cc2)cc1	-41%	-2.0%	14%	-5%	.
32	CC(C)Oc1ccc(C(=O)NCCCNC(=O)c2ccccn2)cc1	-5%	0.3%	-7%	4%	i
33	Cc1ccc(-n2ncc3c(SCC(=O)NNC(=O)c4ccco4)ncnc32)cc1	-30%	3.9%	16%	-5%	i
34	COc1ccc(N(Cc2nnc3n2CCCCC3)C(=O)Nc2ccccc2)cc1	8%	-0.4%	17%	10%	i
35	O=C(O)/C=C/C(=O)NC1CC1	11%	1.0%	8%	-2%	i
36	Cc1cc(C)cc(COn2ccnc2)c1	9%	1.5%	-6%	3%	i
37	c1ccc(-c2nc(CSc3nnnn3-c3ccccc3)cs2)cc1	3%	2.2%	4%	-4%	i
38	CCCS(=O)(=O)c1nc(S(=O)(=O)c2ccc(C)cc2)c(N2CC(C)OC(C)C2)s1 (centres undefined)	13%	-0.2%	-2%	9%	i
39	Cc1ccc(Nc2c(-c3ccc(N4CCOCC4)cc3)nc3ncccn23)cc1	12%	-1.4%	4%	-3%	i
40	O=C(NC1CCCCC1)C(c1ccc(F)cc1)N(Cc1ccc2c(c1)OCO2)C(=O)c1cnsn1 (centres undefined)	-20%	-2.7%	16%	-5%	i
41	CCN(CC)CCN(C(=O)CN1C(=O)c2ccccc2C1=O)c1nc2cc3c(cc2s1)OCO3	-6%	-0.4%	2%	14%	i
42	Fc1ccc(/C=N/Nc2ccccn2)cc1	-55%	0.6%	12%	-12%	i
43	COc1ccc(C(=O)NC(=S)NCc2ccco2)cc1Br	28%	-0.3%	20%	10%	?
44	N#Cc1c(C(F)(F)F)cc(-c2ccc(F)cc2)[nH]c1=O	8%	16%	1%	-1%	i
45	Cc1ccccc1CN(CC1CCC(C(=O)O)CC1)C(=S)Nc1ccccc1F (centres undefined)	20%	0.3%	-13%	-4%	i

cpd	Myeloid diff 2 GFP+ MAC1+ %	KOR beta-arrestin-1	KOR beta-arrestin-2	GPR55 activation	NOD1 inhibition
31	.	-5.1%	0%	-0.1%	-34%
32	0.5	-1.0%	-6%	0.2%	-4%
33	0.3	.	-39%[20 µM]	0.0%	-27%
34	0.4	4.1%	-17%	-0.2%	-38%
35	0.3	3.6%	-28%	0.1%	-13%
36	0.2	0.6%	24%	-0.2%	-14%
37	0.8	3.1%	2%	-0.5%	-1%
38	1.1	-1.5%	6%	0.2%	20%
39	1.0	-0.5%	5%	-0.3%	-11%
40	1.4	-5.1%	-3%	-0.1%	-6%
41	0.5	2.4%	-13%	0.0%	-36%
42	0.3	10%	-1%	0.1%	-40%
43	.	2.8%	21%	0.3%	-32%
44	0.3	11%	-30%	-0.3%	-17%
45	0.3	4.2%	-27%	-1.2%	8%

# (more compounds)
cpd	structure	NOD2 inhibition	HIV peptide binding	GPR55 antagonists	GPR35 antagonists	Myeloid diff 2
46	CC(=O)c1cccc(NC(=O)N2CCC(c3ccc(C)cc3)C2)c1 (centres undefined)	-8%	0.1%	-2%	4%	i
47	CC(=O)NCC(=O)OCC(=O)Nc1ccc(C(C)=O)cc1	-9%	1.5%	7%	28%	i
48	CN(C)c1ccc(C2/C(=C(/O)c3ccc(Br)cc3)C(=O)C(=O)N2C)cc1 (centres undefined)	1%	-3.5%	-2%	6%	i
49	Cc1ccc(-c2ccc3nnc(SCC(N)=O)n3n2)cc1	6%	-2.0%	-2%	-16%	i

cpd	Myeloid diff 2 GFP+ MAC1+ %	KOR beta-arrestin-1	KOR beta-arrestin-2	GPR55 activation	NOD1 inhibition
46	0.4	6.6%	-1%	-0.4%	-23%
47	2.7	-3.0%	1%	0.3%	-11%
48	0.6	-8.6%	41%	-0.1%	5%
49	0.7	-0.8%	-9%	-0.1%	-32%

# A portion of the library; rates above refer to the full screens.
